# Compound activity deposited in PubChem by several laboratories.
# Mcl1-Bid inh: Mcl-1/Bid binding inhibitors, primary screen, biochemical, TR-FRET, 1536-well; Induced myeloid leukemia cell differentiation protein Mcl-1 (Homo sapiens), Q07820; TR-FRET Mcl-1/Bid-Dy647 peptide binding; AID 1021, 2008; inhibition, % at 21.7 µM; actives 0.97% (n = 220,000);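 active means compounds that cut the binding signal by more than half at the single screening dose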;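 further: His-tagged Mcl-1 with europium anti-His antibody binding Bid BH3 peptide; 0% = Mcl-1 plus peptide wells and 100% = peptide-only wells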
# Target sequence (Q07820 whole entry, looked up): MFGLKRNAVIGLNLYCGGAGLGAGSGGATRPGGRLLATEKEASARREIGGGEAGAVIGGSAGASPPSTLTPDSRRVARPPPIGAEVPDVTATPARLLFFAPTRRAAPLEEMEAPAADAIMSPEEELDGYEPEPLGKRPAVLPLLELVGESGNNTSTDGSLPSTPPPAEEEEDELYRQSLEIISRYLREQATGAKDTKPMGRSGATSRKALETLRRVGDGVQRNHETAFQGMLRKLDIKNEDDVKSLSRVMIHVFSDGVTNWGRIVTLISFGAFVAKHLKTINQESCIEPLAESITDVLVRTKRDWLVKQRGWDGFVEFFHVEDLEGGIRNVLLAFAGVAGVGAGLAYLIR
# Pf gamet viab: late stage P. falciparum gametocyte viability inhibitors, primary screen, ATP luminescence, HTS; P. falciparum stage V gametocytes, 24 h; inhibition, % at 10.9 µM; actives 0.065% (n = 150,000);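 active means inhibition above the mean plus 3 SD of compounds within the control limits, set per campaign, cut at about 38% in these data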;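 further: 0% = DMSO wells and 100% = medium only without gametocytes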
# Rab7 wt GTP bind: modulators of GTP binding to Rab7, primary screen, biochemical, wildtype, multiplex bead flow cytometry; actives 0.055% (n = 190,000); GTP binding activity (percent of control), % at 10 µM; GST-Rab7 beads, fluorescent GTP binding; actives lie on both sides; untreated = 100%, excess cold GTP = 0%;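 active means fluorescent GTP binding to Rab7 beads changed by at least 20 points from the 100% baseline, either direction, mostly lower; inconclusive means compound itself probably fluorescent, or too few beads counted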;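 further: median green fluorescence of bound Bodipy-FL-GTP per Rab7 bead population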
# Avidin bead fluor: green autofluorescence of compounds with avidin beads – biophysical, 488/530 nm, flow cytometry, artefact control, profiling panel; compound fluorescence 488/530 nm; stronger effect = higher value; fluorescence (KMESF) at 10 µM; actives 0.38% (n = 220,000); in the data active means fluorescence above about 47; further: inactives centre near 10
# Cdc42 wt GTP: modulators of GTP binding to wildtype Cdc42, primary screen, biochemical, multiplex bead flow cytometry, Bodipy-GTP | Cell division control protein 42 homolog (Homo sapiens), P60953 | GST-Cdc42 beads; actives lie on both sides | percent activity (GTP binding), % at 10 µM | actives 0.2% (n = 190,000) | AID 761, 2007;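 active means percent activity GTP binding at least 20 points away from the 100% baseline, either down as inhibitor or up as activator; inconclusive means compound flagged as likely green fluorescent from well-wide comparison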;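 further: median bead fluorescence of bound Bodipy-FL-GTP at 100 nM; 0% = excess unlabeled GTP control and 100% = no compound control; below 100% means less GTP binding so inhibitor and above means activator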
# Target sequence (P60953 whole entry, looked up): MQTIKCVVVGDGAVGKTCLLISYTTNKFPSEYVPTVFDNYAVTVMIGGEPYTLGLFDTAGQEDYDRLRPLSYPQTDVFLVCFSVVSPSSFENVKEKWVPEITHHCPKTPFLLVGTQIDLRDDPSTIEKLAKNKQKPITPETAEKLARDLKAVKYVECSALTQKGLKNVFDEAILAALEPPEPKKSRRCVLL
# Bim-Mcl-1: inhibitors of Bim peptide binding to Mcl-1, primary screen, biochemical, bead-based flow cytometry, multiplex. Induced myeloid leukemia cell differentiation protein Mcl-1 (Homo sapiens), Q07820. Bim peptide-Mcl-1 binding. inhibition, % at 10 µM. actives 0.1% (n = 190,000). AID 1009, 2008; in the data active means inhibition above about 40%;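 further: 0% = no compound tracer wells and 100% = peptide blocker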
# Mcl1 Noxa PPI: Mcl-1/Noxa binding inhibitors, primary screen, biochemical, TR-FRET, 1536-well; TR-FRET Mcl-1/Noxa peptide binding, 2 h; Induced myeloid leukemia cell differentiation protein Mcl-1 (Homo sapiens), Q07820; inhibition, % at 21.7 µM; actives 1.5% (n = 220,000);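 active means compounds that cut the protein-peptide binding signal by more than 50% relative to plate controls in a single-dose test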;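 further: His-tagged Mcl-1 with rhodamine Noxa BH3 peptide and terbium anti-His antibody; 0% = Mcl-1 plus Noxa peptide wells and 100% = peptide-only wells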
# Rab2A wt mod: modulators of GTP binding to Rab2A wildtype, primary screen, biochemical, dog, bead-based flow cytometry, multiplex | Ras-related protein Rab-2A (Canis lupus familiaris), P61105 | GST-Rab2 wt beads, Bodipy-GTP binding | actives 0.19% (n = 190,000) | GTP binding activity, % at 10 µM;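 active means GTP binding activity at least 20 points away from 100%, either lowered or raised; inconclusive means signal likely due to the compound's own green fluorescence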;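 further: 0% = beads with excess unlabeled GTP and 100% = no-compound control corrected for plate trend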
# Rac1 mut GTP: GTP binding modulators of activated mutant Rac1, primary screen, biochemical, bead-based flow cytometry, multiplex, fluorescent GTP; Ras-related C3 botulinum toxin substrate 1 (Homo sapiens), P63000; GST-Rac1 activated beads; actives lie on both sides; 100% means binding = to untreated wells; percent activity (GTP binding), % at 10 µM; actives 0.11% (n = 190,000);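 active means GTP binding at least 20 percentage points away from the 100% baseline, in either direction, so actives lie on both sides; inconclusive means Compound likely fluorescent itself, or too few beads counted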
# Rac1 wt modul: wildtype Rac1 GTP binding modulators, primary screen, biochemical, GST-Rac1 beads, flow cytometry, multiplex; fluorescent GTP binding; actives lie on both sides; 0 = cold GTP competed, 100 = untreated; GTP binding activity (% of control), % at 10 µM; actives 0.27% (n = 190,000); AID 757, 2007;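 active means GTP binding activity at least 20 points away from the 100% control level, either lower or higher; inconclusive means compound flagged as likely green fluorescent, judged across all proteins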
# HRas wt GTP bind: modulators of GTP binding to HRas wildtype, primary screen, biochemical, bead-based flow cytometry, multiplex; GTP binding activity, % at 10 µM; AID 759, 2007; GTPase HRas (Homo sapiens), P01112; actives 0.14% (n = 190,000); GST-Ras wt beads, Bodipy-FL-GTP binding; actives lie on both sides;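 active means GTP binding activity at least 20% away from the 100% baseline, either lowered as inhibitor or raised as activator; inconclusive means flagged as likely green fluorescent, judged across all proteins in the well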;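 further: 0% = unlabeled GTP competition control and 100% = no-compound control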
# Target sequence (P01112 whole entry, looked up): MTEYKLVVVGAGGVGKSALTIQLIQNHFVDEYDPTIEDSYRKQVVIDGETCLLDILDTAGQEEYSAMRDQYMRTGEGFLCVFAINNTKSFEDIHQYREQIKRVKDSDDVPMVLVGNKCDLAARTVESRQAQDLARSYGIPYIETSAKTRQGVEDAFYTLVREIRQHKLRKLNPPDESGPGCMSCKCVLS
# Starred values were filed as active, the others as inactive; u = inconclusive; x = no result given. Compounds were not picked by outcome. About 2.7% of those tested had a hit in this group.
SMILES,Mcl1-Bid inh,Pf gamet viab,Rab7 wt GTP bind,Avidin bead fluor,Cdc42 wt GTP,Bim-Mcl-1,Mcl1 Noxa PPI,Rab2A wt mod,Rac1 mut GTP,Rac1 wt modul,HRas wt GTP bind
O=C(NCCN1CCCCC1)Nc1ccc(F)c(Cl)c1,2,-25,101,33,100,-2,-8,104,99,101,103
O=C(CN1CCCCC1)NCCNc1ccc(C(F)(F)F)cc1[N+](=O)[O-],-17,x,100,2,105,0,14,103,103,107,103
CCOC(=O)c1cc(C(C)(C)C)oc1CN,-1,x,105,37,106,-3,-2,105,105,112,104
C/C=C(\C)C(=O)NCCN1C2=NC[C@H](Cc3ccc(O)cc3)N2C[C@H]1Cc1ccc(O)cc1,-8,-52,94,7,100,0,-3,97,96,98,97
CN1CCS/C1=C\C=C1/SC(=S)N(CC(=O)O)C1=O,-35,-13,102,22,96,0,15,97,95,94,98
CCC(C)(NC(=O)c1ccccc1)C(=O)O (centres undefined),-14,x,104,6,102,-4,19,105,102,101,104
COc1ccc(C2CC(=O)C=C(NNS(=O)(=O)c3ccc(C)cc3)C2)cc1 (centres undefined),-22,-15,97,15,101,-1,-4,101,99,102,100
COc1cccc(NC(=O)CN2CCN(c3ccc(F)cc3)CC2)c1,-92,-45,98,15,96,-3,3,97,95,95,97
O=C(O)CCC(=O)N1N=C(c2c(-c3ccccc3)c3cc(Cl)ccc3[nH]c2=O)CC1c1ccccc1 (centres undefined),-6,-5,92,6,87,-1,-4,90,86,88,88
COc1ccc(NC(=O)CC2(CC(=O)O)CCCC2)cn1,-27,4,104,11,95,-2,1,94,98,97,96
COc1cc(/C=N/NC(=O)C(C)Nc2n[nH]c(=O)[nH]c2=O)cc(OC)c1O (centres undefined),-21,x,99,22,99,-4,20,98,97,99,97
O=c1nc(N2CCOCC2)ccn1Cc1ccc(Br)cc1,-1,x,99,17,98,-1,-19,96,97,96,99
CC(Sc1n[nH]c(N)n1)C(=O)Nc1cccc(S(=O)(=O)N2CCOCC2)c1 (centres undefined),-24,-10,89,12,97,-2,-5,93,97,97,94
COc1ccc(NC(=O)C2CCCN(S(=O)(=O)c3cccc4nonc34)C2)cc1 (centres undefined),4,-31,101,7,103,0,6,100,99,105,101
CCCCN1C(=O)/C(=C/C=C2/C=Cc3ccccc3N2CC)SC1=S,-15,-5,92,8,88,3,26,87,85,85,88
COc1ccc(N2CCN(C(=O)Cn3c(=O)[nH]c4ccsc4c3=O)CC2)cc1,-12,x,98,18,99,0,9,98,98,100,99
CCOC(=O)COn1c(=O)c(C)[n+]([O-])c2ccccc21,-25,x,102,7,103,2,8,104,102,110,103
COC(=O)c1ccc(COC(=O)CCc2nc(-c3ccccc3)c(-c3ccccc3)o2)cc1,-9,9,102,6,102,3,-2,101,99,102,101
CN(C)c1ccc(-c2n(C)c3ccccc3[n+]2C)cc1,-28,3,100,4,102,-4,-16,100,99,103,100
COc1ccccc1NC(=S)N(Cc1ccco1)Cc1cc2cc(C)c(C)cc2[nH]c1=O,-43,5,99,6,108,-3,-5,107,111,110,106
c1ccc(-c2nccc(-c3ccc(-n4cnc5ccccc54)cc3)n2)nc1,-45,x,98,10,100,-1,-9,98,96,100,100
Cc1ccc(CNC(=O)Cc2ccc(-n3c(=O)[nH]c4ccsc4c3=O)cc2)cc1,6,5,98,12,103,0,13,98,98,104,100
Cc1cccc2sc(NC(=O)CN(C)S(=O)(=O)c3cccs3)nc12,-12,-19,102,6,102,-1,-4,100,98,104,102
Cc1ccccc1C(=O)N/N=C1/SCC(=O)N1Cc1ccccc1,-1,-8,98,9,101,-2,8,98,99,103,100
Nc1cc(=O)[nH]c(N2CCN(c3ccccc3)CC2)n1,-22,7,93,9,99,0,2,96,99,98,99
S=C1NCCNC(=S)NCCOCCOCCN1,-43,1,106,6,100,-4,-4,99,96,98,99
COc1ccccc1NC(=O)C/C(C)=N/NC(=O)C12CC3CC(CC(C3)C1)C2,-26,x,100,6,96,2,1,98,99,101,99
CCCCC[n+]1cccc2c3ccccc3ccc21,-12,0,90,12,97,-1,25,97,95,98,93
c1cc(-c2nnc3n2CCC3)[nH]n1,-3,x,95,8,97,-6,20,97,95,97,97
Cc1ccc(S(=O)(=O)N2CCCCC2)cc1C(=O)c1nccn1C,-27,x,100,8,105,0,-1,105,100,104,104
O=[N+]([O-])c1ccc(N/N=C\c2cccnc2)nc1,-32,0,98,11,96,-1,2,99,94,96,95
Cc1ccnc(NS(=O)(=O)c2ccc(NC(=O)COc3ccccc3)cc2)n1,-5,4,100,23,92,-1,-2,94,93,92,95
CCCC1(C(=O)OC)NC(c2ccco2)C2C(=O)N(c3ccc(C)cc3)C(=O)C21 (centres undefined),-26,3,98,16,102,-8,15,102,100,105,101
CCOC(=O)c1ccc(N(C(=O)c2cnccn2)C(C(=O)NC2CCCCC2)c2cn(C)nc2C)cc1 (centres undefined),-5,9,93,6,95,0,-5,97,94,94,96
COc1ccccc1-n1c(C)cc(C=O)c1C,-27,-12,102,12,105,-5,11,104,102,105,103
CCNc1nc(NCC)n2c(SC(C(=O)Nc3cc(Cl)cc(Cl)c3)c3ccccc3)nnc2n1 (centres undefined),-8,-8,94,16,97,-6,-15,95,97,101,99
O=C1CC(Sc2ncccc2C(=O)O)C(=O)N1 (centres undefined),-16,-11,105,19,94,0,-9,101,97,99,100
Cc1cc[n+](-c2[nH]c(=O)sc2/C=N/NC([S-])=Nc2ccccc2)cc1C,-62,-57,97,10,99,0,18,97,98,98,96
Cc1nc2c(ccc3nc(NC(=O)c4ccc5c(c4)OCCO5)sc32)s1,5,x,97,8,91,-15,-87,97,96,92,95
Brc1ccc(-c2nc(-c3cccnc3)no2)o1,-19,x,96,5,100,-1,-43,97,97,98,97
CC1=C(C)CC(C(=O)NNC(=O)c2csc(C)c2C)C(C(=O)O)C1 (centres undefined),-8,x,98,5,101,0,-7,96,95,102,98
O=C(CCc1nc2ccccc2[nH]1)Nc1ccccc1F,-7,x,93,5,96,-5,2,94,95,95,95
CC(C)Oc1cccc(C(=O)C2CCCN(Cc3cnn(C(C)C)c3)C2)c1 (centres undefined),-11,-25,100,12,97,1,11,96,96,99,98
COc1ccc(NC(C)C(=O)N/N=C/c2ccccc2OCc2cccc(Br)c2)cc1 (centres undefined),-10,5,104,2,100,-4,30,99,100,103,102
COc1ccc(S(=O)(=O)N(CC(=O)NC(C)C)Cc2ccccc2)cc1,-25,x,104,11,106,-3,6,102,100,110,105
c1ccc(-c2noc(-c3ccncc3)n2)nc1,0,x,104,7,102,0,8,103,98,101,102
COc1ccc2c(-c3ccccc3)cc(SCC(=O)N(C)C3CCS(=O)(=O)C3)nc2c1 (centres undefined),-66,-11,99,2,100,-2,-155,99,100,99,102
Cc1ccc2[nH]c3c(c2c1)CN(C(=O)CN1CCCc2ccccc21)CC3,-6,-5,104,9,107,0,8,104,101,110,104
CC1CCCCN1Cc1ccc(-c2nnn(CC(=O)NC3CCCCC3)n2)cc1 (centres undefined),-4,x,100,7,102,-13,0,100,99,102,100
O=C(COC(=O)c1ccccn1)Nc1ccc2c(c1)OCO2,-41,x,94,10,93,0,31,94,91,90,92
CCc1ccccc1N(CC(=O)O)S(C)(=O)=O,3,x,100,12,109,-3,-10,105,102,109,103
CC(=O)c1ccc(-c2ccc(Cn3c(C)nc4cc(N)c(C)nc43)cc2)cc1,-24,x,103,21,97,9,2,96,94,95,98
O=C(COc1ccccc1)N1CCN(C(=O)c2ccc([N+](=O)[O-])cc2)CC1,0,-31,98,6,100,0,4,96,98,104,99
COc1ccc(C2(c3ccc(OC(C)=O)cc3OC(C)=O)CC(c3ccccc3)NC(=S)N2)cc1 (centres undefined),-48,-3,94,8,98,0,11,96,98,96,97
Cc1ccc2nc(NCC(=O)O)nc(-c3ccccc3)c2c1,-2,x,97,19,91,3,17,99,97,89,93
CCn1c(SCC(=O)c2ccccc2)nnc1-c1cnccn1,-7,-21,102,14,101,6,25,99,99,100,98
Cc1c(CCOC(=O)C23CC4CC(CC(C4)C2)C3)sc[n+]1Cc1ccccc1,-7,-6,97,13,99,4,7,99,99,102,99
Cc1nnc(NC(=O)CN2C(=O)c3ccccc3S2(=O)=O)s1,-8,-21,98,3,97,0,1,98,98,97,98
COc1ccc(CNC(=O)C2CCCN2CCc2ccccc2)cc1OC (centres undefined),-39,-31,95,11,97,2,10,95,95,103,98
COc1cc(Cl)c(C)cc1NC(=O)CSc1ccc(NC(C)=O)cc1,-1,-1,98,3,98,-3,14,97,95,99,95

# Continued:
SMILES,Mcl1-Bid inh,Pf gamet viab,Rab7 wt GTP bind,Avidin bead fluor,Cdc42 wt GTP,Bim-Mcl-1,Mcl1 Noxa PPI,Rab2A wt mod,Rac1 mut GTP,Rac1 wt modul,HRas wt GTP bind
COCCCNC(=O)CN(c1cccc(Cl)c1C)S(C)(=O)=O,-6,x,97,34,100,-6,-11,101,97,105,99
Cc1ccc(NC(=O)NC(=S)NC(=O)c2ccccc2)cc1,-8,2,94,6,98,-5,13,99,97,101,99
Cc1ccc(SCC(=O)NC(=O)Nc2ccc3c(c2)OCCO3)cc1C,-13,-4,u,14,u,-5,22,u,u,u,u
CCOC(=O)Cn1c(=NC(=O)c2ccc([N+](=O)[O-])s2)sc2ccccc21,-16,x,95,3,102,-4,9,100,103,103,102
O=C1CC(C(=O)N(CC2CCCO2)C(C(=O)NC2CCCCC2)c2ccncc2)CS1 (centres undefined),-19,x,101,32,108,-5,6,104,98,109,103
